Source: PubChem BioAssay (several laboratories)
ERa coact pot – enhances coactivator binding to human estrogen receptor alpha; P03372; TR-FRET ERalpha-LBD/SRC-Cy5 coactivator binding, 2 h; 100 = basal binding, no effect; coactivator binding (% of control), % at 25.6 µM; 86,000 tested, 1.3% active; in the data active = activity above about 200%;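 note: binding measured in presence of low estradiol as agonist stimulus; 0% = peptide alone without receptor and 100% = receptor with peptide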
HUVEC prolif 384 – inhibitors of human endothelial cell proliferation | 86,000 tested, 1.1% active | AID 648 | HUVEC proliferation, CellTiter-Glo luminescence, 72 h; hits give low values | viability, % at 10 µM (by protocol);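 active = viability at or below 30%; inactive = viability above 30%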;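 note: 100% = median luminescence of DMSO-only cell control wells on each plate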
ERa SRC1 inh – blocks coactivator binding to human estrogen receptor alpha. inhibition, % at 25.6 µM. P03372. TR-FRET ER-alpha LBD / SRC-1 peptide, estradiol-bound. 86,000 tested, 1.7% active; in the data active = inhibition above about 50%;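 note: 0% = receptor plus peptide control and 100% = peptide only without receptor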
MT1-MMP txn act – MT1-MMP promoter transcription activation. 86,000 tested, 0.16% active. AID 750. HT1080 MT1-MMP promoter luciferase reporter, luminescence, overnight; hits give high values. activation factor at 10 µM;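 active = activation factor of at least 2 for MT1-MMP transcription at 10 µM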
H69AR growth 86K – blocks growth of human H69AR lung tumor cells | AID 598 | viability, % at 10 µM | 85,000 tested, 6% active | H69AR lung tumor viability, ATP luminescence, 72 h; hits give low values;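 active = viability at or below 40%; inactive = viability above 40%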;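 note: multidrug resistant small cell line overexpressing MRP-1 efflux transporter; 100% = mean luminescence of untreated control wells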
Fibroblast inh – blocks proliferation of human lung fibroblasts | viability, % at 10 µM | 85,000 tested, 1.1% active | LL 47 human lung fibroblast viability, ATP luminescence; hits give low values;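 active = viability at or below 50% in the single dose screen; inactive = viability above 50%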;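 note: compound exposure lasted 72 h before the ATP readout; 100% = median luminescence of untreated cell-only wells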
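test system = LL 47 human lung fibroblasts | amount = 1,150 fibroblasts seeded per well | medium = 15% FBS in IMEM | times = overnight cell rest, 72 h compound treatment at 37 °C | measured by = CellTiter-Glo luminescence measuring cellular ATP | read-out = viability percentage against median untreated-cell control | benchmarks = cell-only wells, no compound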
CD11b adhes enh – enhancers of human CD11b/CD18 binding to fibrinogen | K562 CD11b/CD18 adhesion to fibrinogen, ATPlite luminescence | activation, % at 10 µM | 93,000 tested, 0.07% active | AID 1499;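 active = 10 µM primary screen giving 50% or more activity, confirmed by 40% or more on retest at that dose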; note: strong numbers were not always called active
ERb SRC1 inh – ER-beta (human) coactivator binding inhibition | Q92731 | TR-FRET ER-beta LBD / SRC1-Cy5 peptide binding; receptor agonist-loaded with 1 µM estradiol | inhibition, % at 25.6 µM | 86,000 tested, 1.3% active | AID 633;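 active = compounds whose percent inhibition of the receptor-coactivator binding signal exceeds about 50% in the single-dose screen, limit read from the data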;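 note: 0% = receptor plus peptide wells without compound and 100% = peptide-only wells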
Target sequence (Q92731 whole entry, looked up, the tested form may be a part): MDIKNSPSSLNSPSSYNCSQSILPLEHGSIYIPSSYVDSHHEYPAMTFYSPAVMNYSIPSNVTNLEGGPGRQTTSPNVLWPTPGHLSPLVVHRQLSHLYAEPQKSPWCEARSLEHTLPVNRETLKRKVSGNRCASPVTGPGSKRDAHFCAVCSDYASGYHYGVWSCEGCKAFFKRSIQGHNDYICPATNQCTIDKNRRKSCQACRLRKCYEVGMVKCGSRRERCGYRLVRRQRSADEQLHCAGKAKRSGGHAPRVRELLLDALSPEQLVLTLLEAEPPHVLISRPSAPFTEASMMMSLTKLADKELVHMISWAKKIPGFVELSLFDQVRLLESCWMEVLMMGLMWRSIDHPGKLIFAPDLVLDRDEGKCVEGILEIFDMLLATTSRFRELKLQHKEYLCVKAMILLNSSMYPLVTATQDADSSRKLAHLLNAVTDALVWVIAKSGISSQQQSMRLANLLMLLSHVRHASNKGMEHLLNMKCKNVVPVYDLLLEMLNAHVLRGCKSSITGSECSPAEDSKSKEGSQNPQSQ
Smad3 inh – inhibitors of human Smad3 transcription factor binding. P84022. TR-FRET Smad3/Dy647-FoxH1 peptide binding, europium anti-His. inhibition, % at 25 µM. 88,000 tested, 0.29% active;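 active = compounds that reduce the energy-transfer binding signal between the protein and its labelled peptide by more than half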;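 note: 0% = Smad3 plus labelled peptide maximal FRET and 100% = peptide-only background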
Target sequence (P84022 whole entry, looked up): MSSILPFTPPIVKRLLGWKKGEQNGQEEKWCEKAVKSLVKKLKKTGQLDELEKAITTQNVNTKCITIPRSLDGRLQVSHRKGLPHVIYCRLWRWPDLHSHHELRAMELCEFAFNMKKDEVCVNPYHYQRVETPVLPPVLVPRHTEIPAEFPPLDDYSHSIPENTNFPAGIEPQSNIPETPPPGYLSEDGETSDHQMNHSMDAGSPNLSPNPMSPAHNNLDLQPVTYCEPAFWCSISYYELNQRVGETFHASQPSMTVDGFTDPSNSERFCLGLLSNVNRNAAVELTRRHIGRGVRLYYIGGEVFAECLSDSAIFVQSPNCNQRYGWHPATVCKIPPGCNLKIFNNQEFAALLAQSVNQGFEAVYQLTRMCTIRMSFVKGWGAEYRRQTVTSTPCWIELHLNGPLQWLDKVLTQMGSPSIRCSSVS
The depositor's hits bear a star; [ ] = another dose, or the depositor's remark.

COc1ccc(OC)c(S(=O)(=O)Nc2ccc(C)c(C)c2)c1 was read as ERa coact pot 95, HUVEC prolif 384 98, ERa SRC1 inh 3[fluorescence artefact?], MT1-MMP txn act 1, H69AR growth 86K 93, Fibroblast inh 96, CD11b adhes enh 0, ERb SRC1 inh -1[fluorescence artefact?] and Smad3 inh -2.
For O=C(COc1ccccc1)N1CCN(C(=O)c2cccs2)CC1 the results were ERa coact pot 108, HUVEC prolif 384 100, ERa SRC1 inh 1, MT1-MMP txn act 1, H69AR growth 86K 98, Fibroblast inh 92, CD11b adhes enh -5, ERb SRC1 inh -4 and Smad3 inh -3.
For COC(=O)c1sccc1NC(=O)c1ccc(OC)cc1 the results were ERa coact pot 130, HUVEC prolif 384 72, ERa SRC1 inh 5[fluorescence artefact?], MT1-MMP txn act 1.2, H69AR growth 86K 60, Fibroblast inh 89, CD11b adhes enh -1, ERb SRC1 inh -16 and Smad3 inh 10.
For CCOc1cc(C(=O)NC(C)c2ccncc2)cc(OCC)c1OCC (centres undefined) the results were ERa coact pot 95, HUVEC prolif 384 93, ERa SRC1 inh -10, MT1-MMP txn act 0.9, H69AR growth 86K 90, Fibroblast inh 105, CD11b adhes enh -3, ERb SRC1 inh -5[fluorescence artefact?] and Smad3 inh 3.
For CCn1c(SCC(N)=O)nc2ccccc2c1=O the results were ERa coact pot 114, HUVEC prolif 384 103, ERa SRC1 inh 6, MT1-MMP txn act 1.3, H69AR growth 86K 98, Fibroblast inh 93, CD11b adhes enh -1, ERb SRC1 inh 0 and Smad3 inh -9.
Screening COc1ccc(-c2cn[nH]c2N)cc1 returned ERa coact pot 103, HUVEC prolif 384 98, ERa SRC1 inh -10, H69AR growth 86K 87, Fibroblast inh 94, CD11b adhes enh -5, ERb SRC1 inh -6 and Smad3 inh 6.
Cc1ccc(NC(=O)Nc2ccccc2C#N)c(Cl)c1 was read as ERa coact pot 93, HUVEC prolif 384 94, ERa SRC1 inh -11, MT1-MMP txn act 1.1, H69AR growth 86K 101, Fibroblast inh 101, ERb SRC1 inh -7 and Smad3 inh 1.
For N#Cc1ccc(OCc2nnc(SCC(=O)c3ccccc3)n2-c2ccccc2)cc1 the results were ERa coact pot 93, HUVEC prolif 384 95, ERa SRC1 inh -23, MT1-MMP txn act 1.2, H69AR growth 86K 100, Fibroblast inh 90, ERb SRC1 inh -13 and Smad3 inh 0.
For O=C(c1cc(-c2ccco2)on1)N1CCOCC1 the results were ERa coact pot 100, HUVEC prolif 384 105, ERa SRC1 inh -7[fluorescence artefact?], MT1-MMP txn act 1.2, H69AR growth 86K 96, Fibroblast inh 97, ERb SRC1 inh 3 and Smad3 inh -8.
Oc1ccc(-c2[nH]ncc2-c2cccc3cccnc23)c(O)c1 was read as ERa coact pot 135, HUVEC prolif 384 101, ERa SRC1 inh -4, MT1-MMP txn act 1.1, H69AR growth 86K 91, Fibroblast inh 89, CD11b adhes enh -5, ERb SRC1 inh 0 and Smad3 inh 10.
Screening CCOCCCNC(=O)CNC(=S)N(Cc1ccccc1F)C1CCCCC1 returned ERa coact pot 103, HUVEC prolif 384 92, ERa SRC1 inh -4, MT1-MMP txn act 1.1, H69AR growth 86K 88, Fibroblast inh 99, CD11b adhes enh 0, ERb SRC1 inh -4 and Smad3 inh 0.
Screening COc1ccc2nc(N3CCC(C)CC3)c(C#N)cc2c1 returned ERa coact pot 95, HUVEC prolif 384 105, ERa SRC1 inh -6, MT1-MMP txn act 1.4, H69AR growth 86K 94, Fibroblast inh 104, CD11b adhes enh -2, ERb SRC1 inh 6 and Smad3 inh 1.
Screening COc1cc(NC(=O)CCNC(=O)Cn2cnc3ccccc3c2=O)cc(OC)c1OC returned ERa coact pot 82, HUVEC prolif 384 93, ERa SRC1 inh 83*[fluorescence artefact?], MT1-MMP txn act 1.1, H69AR growth 86K 89, Fibroblast inh 109, CD11b adhes enh -2, ERb SRC1 inh 9 and Smad3 inh 1.
O=C1CCCC2=C1C(c1ccc(Cl)cc1)N1C(=O)CCSC1=N2 (centres undefined) was read as ERa coact pot 98, HUVEC prolif 384 96, ERa SRC1 inh -5, MT1-MMP txn act 1.3, H69AR growth 86K 101, Fibroblast inh 90, ERb SRC1 inh 6 and Smad3 inh 5.
For CC(C)Cn1c2c(c(O)c(C(=O)Nc3ncccc3O)c1=O)CCCC2 the results were ERa coact pot 88[fluorescence artefact?], HUVEC prolif 384 97, ERa SRC1 inh 22, MT1-MMP txn act 0.9, H69AR growth 86K 66, Fibroblast inh 71, ERb SRC1 inh 14 and Smad3 inh 6.
For O=C(Nc1ccc2c(c1)OCO2)c1ccc(COc2ccc3c(c2)CCC3)o1 the results were ERa coact pot 101, HUVEC prolif 384 72, ERa SRC1 inh -8, MT1-MMP txn act 1.4, H69AR growth 86K 88, Fibroblast inh 99, ERb SRC1 inh -1 and Smad3 inh -2.
Screening COC(=O)c1cn(CC(=O)N2C(C)CCCC2C)c2ccccc12 (centres undefined) returned ERa coact pot 98, HUVEC prolif 384 99, ERa SRC1 inh 0, MT1-MMP txn act 1, H69AR growth 86K 75, Fibroblast inh 109, ERb SRC1 inh 4 and Smad3 inh 4.
Screening COc1ccc(-c2csc(NC(=O)c3cccc(S(=O)(=O)N4CCN(C)CC4)c3)n2)cc1 returned ERa coact pot 94, HUVEC prolif 384 80, ERa SRC1 inh -1, MT1-MMP txn act 1.1, H69AR growth 86K 75, Fibroblast inh 105, CD11b adhes enh -2, ERb SRC1 inh -3 and Smad3 inh -8.
Screening CCOc1ccc(N2CC(=O)N/C2=N\c2nc(C)cc(C)n2)cc1 returned ERa coact pot 106, HUVEC prolif 384 100, ERa SRC1 inh -6, MT1-MMP txn act 1.2, H69AR growth 86K 102, Fibroblast inh 102, CD11b adhes enh 2, ERb SRC1 inh 2 and Smad3 inh -16.
Screening CCCCC(=O)Nc1ccc(NC(=O)c2ccc3c(c2)OCO3)cc1OC returned ERa coact pot 87, HUVEC prolif 384 90, ERa SRC1 inh 1, MT1-MMP txn act 1.1, H69AR growth 86K 91, Fibroblast inh 93, CD11b adhes enh 3, ERb SRC1 inh 0 and Smad3 inh 9.
`CCOc1ccc(Cn2nnc(C(=O)NCc3ccccc3)c2N)cc1` gave ERa coact pot 112, HUVEC prolif 384 88, ERa SRC1 inh 8, MT1-MMP txn act 1.1, H69AR growth 86K 90, Fibroblast inh 85, CD11b adhes enh -3, ERb SRC1 inh 1 and Smad3 inh 6.
For Cc1cc(C)n(-c2ccc(C(=O)OCc3nnc(-c4ccccc4)o3)cc2)n1 the results were ERa coact pot 104, HUVEC prolif 384 100, ERa SRC1 inh 4, MT1-MMP txn act 1, H69AR growth 86K 90, Fibroblast inh 94, CD11b adhes enh -1, ERb SRC1 inh 2 and Smad3 inh 1.
For C=C(C)CSC1=C(C#N)C(c2ccccc2Cl)CC(=O)N1 (centres undefined) the results were ERa coact pot 94, HUVEC prolif 384 78, ERa SRC1 inh 15, MT1-MMP txn act 1.3, H69AR growth 86K 76, Fibroblast inh 84, CD11b adhes enh -4, ERb SRC1 inh 3[fluorescence artefact?] and Smad3 inh -5.
`COc1cccc(N(C(C)=O)c2nc(C)cc(C)c2C#N)c1` gave ERa coact pot 99, HUVEC prolif 384 96, ERa SRC1 inh 5, MT1-MMP txn act 1, H69AR growth 86K 79, Fibroblast inh 91, CD11b adhes enh 3, ERb SRC1 inh 94*[fluorescence artefact?] and Smad3 inh -6.
Screening Cc1nnc(-n2cnc3ccccc32)c2ccccc12 returned ERa coact pot 86, HUVEC prolif 384 98, ERa SRC1 inh 2, MT1-MMP txn act 1.1, H69AR growth 86K 94, Fibroblast inh 97, CD11b adhes enh -1, ERb SRC1 inh -7 and Smad3 inh 13.
COC(=O)c1cc2ccc(OC)c(OC)c2c(=O)s1 was read as ERa coact pot 101, HUVEC prolif 384 92, ERa SRC1 inh 1, MT1-MMP txn act 0.9, H69AR growth 86K 95, Fibroblast inh 103, CD11b adhes enh 0, ERb SRC1 inh -6 and Smad3 inh -15.
O=C(OCc1csc(-c2ccccc2)n1)c1cccs1 was read as ERa coact pot 71[fluorescence artefact?], HUVEC prolif 384 98, ERa SRC1 inh -1[fluorescence artefact?], MT1-MMP txn act 1.5, H69AR growth 86K 92, Fibroblast inh 95, CD11b adhes enh -2, ERb SRC1 inh 8[fluorescence artefact?] and Smad3 inh -6.
For CCOC(=O)CC(=O)CSc1nc2c(cc1C#N)CCC2 the results were ERa coact pot 109, HUVEC prolif 384 76, ERa SRC1 inh -11, MT1-MMP txn act 1.1, H69AR growth 86K 35*, Fibroblast inh 101, CD11b adhes enh 7, ERb SRC1 inh 2 and Smad3 inh -3.
c1csc(-n2nc3ccccc3n2)c1 was read as ERa coact pot 91, HUVEC prolif 384 94, ERa SRC1 inh 18, MT1-MMP txn act 1.1, H69AR growth 86K 94, Fibroblast inh 107, CD11b adhes enh -1, ERb SRC1 inh 5 and Smad3 inh -19.
CSc1nc(SCC(=O)NCc2ccco2)c2c3c(sc2n1)COC(C)(C)C3 was read as ERa coact pot 143, HUVEC prolif 384 62, ERa SRC1 inh 15, MT1-MMP txn act 1.1, H69AR growth 86K 23*, Fibroblast inh 62, CD11b adhes enh -5, ERb SRC1 inh 4 and Smad3 inh -1.
`O=C(Nc1cccc(Cl)c1)N1CCCC1` gave ERa coact pot 99, HUVEC prolif 384 96, ERa SRC1 inh 2, MT1-MMP txn act 1.1, H69AR growth 86K 96, Fibroblast inh 107, CD11b adhes enh 0, ERb SRC1 inh 7 and Smad3 inh -9.
`COc1cc(OC)c(OC)cc1NC(=O)CC1COc2ccccc2O1` (centres undefined) gave ERa coact pot 134, HUVEC prolif 384 88, ERa SRC1 inh -7, MT1-MMP txn act 1.1, H69AR growth 86K 82, Fibroblast inh 103, ERb SRC1 inh -14 and Smad3 inh -6.

Grouped by structure, the entries above containing a thiophene ring, fused or not (five)
For O=C(COc1ccccc1)N1CCN(C(=O)c2cccs2)CC1 the results were ERa coact pot 108, HUVEC prolif 384 100, ERa SRC1 inh 1, MT1-MMP txn act 1, H69AR growth 86K 98, Fibroblast inh 92, CD11b adhes enh -5, ERb SRC1 inh -4 and Smad3 inh -3.
For COC(=O)c1sccc1NC(=O)c1ccc(OC)cc1 the results were ERa coact pot 130, HUVEC prolif 384 72, ERa SRC1 inh 5[fluorescence artefact?], MT1-MMP txn act 1.2, H69AR growth 86K 60, Fibroblast inh 89, CD11b adhes enh -1, ERb SRC1 inh -16 and Smad3 inh 10.
O=C(OCc1csc(-c2ccccc2)n1)c1cccs1 was read as ERa coact pot 71[fluorescence artefact?], HUVEC prolif 384 98, ERa SRC1 inh -1[fluorescence artefact?], MT1-MMP txn act 1.5, H69AR growth 86K 92, Fibroblast inh 95, CD11b adhes enh -2, ERb SRC1 inh 8[fluorescence artefact?] and Smad3 inh -6.
c1csc(-n2nc3ccccc3n2)c1 was read as ERa coact pot 91, HUVEC prolif 384 94, ERa SRC1 inh 18, MT1-MMP txn act 1.1, H69AR growth 86K 94, Fibroblast inh 107, CD11b adhes enh -1, ERb SRC1 inh 5 and Smad3 inh -19.
CSc1nc(SCC(=O)NCc2ccco2)c2c3c(sc2n1)COC(C)(C)C3 was read as ERa coact pot 143, HUVEC prolif 384 62, ERa SRC1 inh 15, MT1-MMP txn act 1.1, H69AR growth 86K 23*, Fibroblast inh 62, CD11b adhes enh -5, ERb SRC1 inh 4 and Smad3 inh -1.

An excerpt; rates above refer to the full screens.
